ATXN2 expr inh = ATXN2 expression inhibition | HEK-293 ATXN2-luciferase reporter, luminescence, 24 h | Potency, µM (doses to about 57 µM), for inactives: top-dose activity change, negative = inhibition, hits mostly inhibitors | 0.72% of 360,000 active | AID 1745845; active means well fitted inhibition curve with a large enough effect; inconclusive means small, poorly fitted or top-dose-only effect; inactive means no such curve, though single readings can be large or run the other way; further: nearly all actives have a fitted effect of over 55% in size
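qHTS (up to 57 uM final) was run with 24 h compound exposure of reporter cells at 37 °C. Each well was multiplexed: SteadyGlo luminescence measured ATXN2-luciferase expression after a fluorogenic Gly-Phe-AFC viability readout (25 uM final).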
An asterisk follows results filed as active; ? = inconclusive; [ ] = another dose, or the depositor's remark. On the % scale 0 is the no-effect control and ±100 the full control effect; potency means the concentration at half of the fitted maximal effect. An excerpt; count on the stated rates, not on these rows.

| No. | structure | ATXN2 expr inh |
| --- | --- | --- |
| 1 | CC1(C)CC(=O)c2c(C(F)(F)F)nn(-c3ccc(C(N)=O)c(NC4CCC(OC(=O)CN)CC4)c3)c2C1 (centres undefined) | 0.22µM* |
| 2 | COc1cc2nc(-c3ccc(N4CCN(C)CC4)cc3)nc(NCCN3CCOCC3)c2cc1OC | 0.39µM* |
| 3 | Clc1ccc2ncc(-c3cccc(NC4CNC4)n3)n2c1 | ? |
| 4 | CC(C)C[C@H](CC(=O)O)C(=O)N[C@@H](Cc1c[nH]c2ccccc12)C(=O)N[C@@H](C)c1ccccc1 | ? |
| 5 | O=C(C=Cc1cccnc1)NCCCCC1CCN(C(=O)c2ccccc2)CC1 | 4% |
| 6 | NC(=O)c1cccc2cn(-c3ccc([C@@H]4CCCNC4)cc3)nc12 | ? |
| 7 | CCCCCN=C(N)NN=Cc1c[nH]c2ccc(OC)cc12 | -18% |
| 8 | COc1c(C)c2c(c(O)c1CC=C(C)CCC(=O)O)C(=O)OC2 | 64%[activator] |
| 9 | O=c1cc(CN2CCOCC2)occ1OCCCCCSc1ccnc2cc(C(F)(F)F)ccc12 | ? |
| 10 | CC(C=CC(=O)NO)=C[C@@H](C)C(=O)c1ccc(N(C)C)cc1 | 167%[activator] |
| 11 | Cc1[nH]c(C=C2C(=O)Nc3ccc(S(=O)(=O)N(C)c4cccc(Cl)c4)cc32)c(C)c1C(=O)N1CCN(C)CC1 | ? |
| 12 | Cc1cc(OCCCc2c(C(=O)O)n(Cc3cccnc3)c3c(-c4c(COc5ccc(N6CCN([S+](C)(=O)[O-])CC6)cc5)nn(C)c4C)cccc23)cc(C)c1Cl | ? |
| 13 | CN(C)c1ccc(C(=O)NCCCCCCC(=O)NO)cc1 | 171%[activator] |
| 14 | COC(=O)[C@@H]1CC2=CC(=O)CC[C@]2(C)[C@@]23O[C@@H]2C[C@@]2(C)[C@H](CC[C@@]24CCC(=O)O4)[C@@H]13 | 5% |
| 15 | CON=C(C(=O)N[C@@H]1C(=O)N2C(C(=O)O)=C(CSC(=O)c3ccco3)CS[C@H]12)c1csc(N)n1 | 2% |
| 16 | Nc1ncnc2c1ncn2[C@@H]1O[C@H](CO)C[C@@H]1O | 4% |
| 17 | C[C@]12CCC(=O)C=C1[C@@H]1CC1[C@H]1[C@H]3[C@@H]4C[C@H]4[C@@]4(CCC(=O)O4)[C@@]3(C)CC[C@H]12 (some centres undefined) | -17% |
| 18 | CCNc1cc(NC2CCC(O)CC2)nc(Nc2ccc3c(ccn3Cc3ccccc3)c2)n1 (centres undefined) | -19% |
| 19 | CCC(C=C[C@@H]1OC(=O)C=C[C@H]1C)=C[C@H](C)CC=CC(C)=C[C@@H](C)C(=O)[C@@H](C)[C@H](O)[C@@H](C)CC(C)=CC(=O)O | 0.13µM* |
| 20 | Cc1c(CN2CCN(C(=O)C(C)C)CC2)sc2c(N3CCOCC3)nc(-c3cnc(N)nc3)nc12 | ? |
| 21 | O=C1c2c(O)cc(O)cc2OC(c2ccc(O)c(O)c2)C1O (centres undefined) | 11% |
| 22 | CCN(c1ccccc1)c1cc(NC)[n+](C)c(C)n1 | -25% |
| 23 | COc1cc2ncnc(-n3nc(-c4ccccn4)nc3N)c2cc1OC | ? |
| 24 | CC(=O)OC[C@@H]1O[C@@H](n2ccc(=O)[nH]c2=O)[C@H](OC(C)=O)[C@H]1OC(C)=O | -15% |
| 25 | N#Cc1cc(NC(=O)Nc2nnc(-c3ccncc3)s2)ccc1-c1cn[nH]c1 | 5% |
| 26 | Cc1noc(-c2ccc(CSCCC(=O)O)cc2)c1NC(=O)OC(C)c1ccccc1Cl (centres undefined) | 11% |
| 27 | O=C(NNC(=O)c1ccc(CNS(=O)(=O)c2ccc(F)c(Cl)c2)cc1)c1ccccc1 | -1% |
| 28 | CCN(CCO)CCCOc1ccc2c(Nc3cc(CC(=O)Nc4cccc(F)c4)[nH]n3)ncnc2c1 | 1% |
| 29 | N#CC(=C(O)c1ccc(Cl)cc1Cl)c1nc2cc(Cl)ccc2c(=O)[nH]1 | ? |
| 30 | NC(N)=Nc1nc(CSCCC(N)=NS(N)(=O)=O)cs1 | 8% |
| 31 | Nc1nc(-c2nn(Cc3ccccc3F)c3ncccc23)nc(N)c1N1CCOCC1 | -11% |
| 32 | N#CC[C@H](C1CCCC1)n1cc(-c2ncnc3[nH]ccc23)cn1 | 25% |
| 33 | C[C@@H]1[C@H](O)[C@@H](C)C=CC=CC=CC=CC=CC=CC=C[C@H](O[C@@H]2O[C@H](C)[C@H](O)[C@H](N)[C@@H]2O)C[C@@H]2O[C@](O)(C[C@@H](O)C[C@@H](O)[C@H](O)CC[C@@H](O)C[C@@H](O)CC(=O)O[C@H]1C)C[C@H](O)[C@@H]2C(=O)O | 34%[activator] |
| 34 | NC(=O)c1ccc(-c2nc(-c3ccc4c(c3)OCCO4)c(-c3ccccn3)[nH]2)cc1 | -32% |
| 35 | Nc1ncn([C@@H]2O[C@H](CO)[C@@H](O)[C@@H]2O)c(=O)n1 | 5.4µM* |
| 36 | S=C(NCc1ccc2c(c1)OCO2)N1CCN(c2ncnc3c2oc2ccccc23)CC1 | ? |
| 37 | NC(=O)c1cnc(-c2ccc(C3(N)CCC3)cc2)c(-c2ccccc2)c1 | ? |
| 38 | CCOc1cc2c(c(F)c1OCC)C(=N)N(CC(=O)c1cc(N3CCOCC3)c(OC)c(C(C)(C)C)c1)C2 | ? |
| 39 | O=c1cc(N2CCOCC2)oc2c(-c3ccccc3)cccc12 | 34%[activator] |
| 40 | Nc1nc(Cl)nc2c1ncn2[C@@H]1O[C@H](CO)[C@@H](O)[C@H]1F | 0.0097µM* |
| 41 | O=C(N[C@@H](c1ccccc1)[C@@H]1CCCCN1)c1cccc(C(F)(F)F)c1Cl | ? |
| 42 | NC(=O)N1CCC(CC(=O)N2CCC([C@H]3c4ncc(Br)cc4CCc4cc(Cl)cc(Br)c43)CC2)CC1 | ? |
| 43 | O=C(NCc1ccncc1)C12C[C@H]3C[C@@H](C1)CC(c1ccc(Cl)cc1)(C3)C2 | -4% |
| 44 | CNC(=O)c1ccc2cc(C3(O)CCn4cncc43)ccc2c1 (centres undefined) | 13% |
| 45 | C[C@]12CC[C@H](O)CC1=CC[C@@H]1[C@H]2CC[C@]2(C)C(c3cccnc3)=CC[C@H]12 | -7%[25.6 µM] |
| 46 | C[n+]1c2cc(N)ccc2cc2ccc(N)cc21 (tested in a mixture with another compound) | 3.2µM* |
| 47 | CO[C@H]1C=CC=C(C)C(=O)NC2=CC(=O)C(NCCN(C)C)=C(C[C@@H](C)C[C@H](OC)[C@@H](O)[C@@H](C)C=C(C)[C@@H]1OC(N)=O)C2=O | 0.077µM* |
| 48 | CCOc1ccccc1OCCNC(C)Cc1ccc(OC)c(S(N)(=O)=O)c1 (centres undefined) | -4% |
| 49 | COC(=O)Nc1ccc(-c2nc(N3CCOCC3)c3cnn(C4CCN(C(=O)OC)CC4)c3n2)cc1 | ? |
| 50 | O=C1CCCC2=C1C(c1[nH]ncc1Cl)N=C(Nc1nc3ccccc3o1)N2 (centres undefined) | 38%[activator] |
| 51 | O=C(NCCCCN1CCOCC1)c1cc2ccccc2o1 | 13% |
| 52 | CCOC(=O)C1=C[C@@H](OC(CC)CC)[C@H](NC(C)=O)[C@@H](N)C1 | -2% |
| 53 | O=c1[nH]nc(Sc2ncc([N+](=O)[O-])s2)n1-c1ccc2c(c1)OCCO2 | 12µM* |
| 54 | NC1=N[C@@]2(c3cc(NC(=O)c4ccc(F)cn4)ccc3F)COC[C@@H]2CS1 | 32% |
| 55 | Cc1ccc(NC(=O)c2ccc(CN3CCN(C)CC3)cc2)cc1Nc1nc(-c2cccnc2)cs1 | ? |
| 56 | Cc1ccccc1C(=O)c1ccc(Nc2ccc(Br)cc2N)cc1Cl | -15% |
| 57 | Cc1ccccc1C(C(=O)NC1CCCC1)N(C(=O)Cn1cnc2ccccc21)c1cccc(F)c1 (centres undefined) | -6% |
| 58 | N#CC(=C1Nc2ccccc2S1)c1ccnc(OCc2ccc(CN3CCOCC3)cc2)n1 | 0.014µM* |
| 59 | CC1(C)OC2CC3C4CC(F)C5=CC(=O)C=CC5(C)C4C(O)CC3(C)[C@]2(C(=O)CO)O1 (some centres undefined) | 2% |
| 60 | C[C@@H](Cc1cc2c(c(C(N)=O)c1)N(CCCO)CC2)NCCOc1ccccc1OCC(F)(F)F | -13% |

Additional entries.
| No. | structure | ATXN2 expr inh |
| --- | --- | --- |
| 61 | COc1ccc(-c2ccc3ncc4c(c3c2)n(-c2ccc(N3CCNCC3)c(C(F)(F)F)c2)c(=O)n4C)cn1 | 7.7µM* |
| 62 | CN(C)CCN1C(=O)c2cccc3cc(N)cc(c23)C1=O | 5.4µM* |
| 63 | CCC(C)CCCCC(=O)N[C@@H](CCN)C(=O)NC(C(=O)N[C@H](CCN)C(=O)N[C@@H]1CCNC(=O)C([C@@H](C)O)NC(=O)[C@@H](CCN)NC(=O)[C@@H](CCN)NC(=O)[C@@H](CC(C)C)NC(=O)[C@H](Cc2ccccc2)NC(=O)[C@H](CCN)NC1=O)[C@@H](C)O (some centres undefined) | 3% |
| 64 | CCCS(=O)(=O)Nc1ccc(F)c(C(=O)c2c[nH]c3ncc(Cl)cc23)c1F | ? |
| 65 | COc1cc(N2CCC(C(N)=O)CC2)ccc1Nc1nc(N)c(Cl)c(Nc2ccccc2S(=O)(=O)C(C)C)n1 | -15% |
| 66 | CC(C(C)N1CC(=O)NC(=O)C1)N1CC(=O)NC(=O)C1 (centres undefined) | -10% |
| 67 | O=C(O)CCCCCC(=O)NN=C1CCCC1 | -10% |
| 68 | C=CC(=O)Nc1cccc(Oc2nc(Nc3ccc(N4CCN(C)CC4)cc3)ncc2Cl)c1 | ? |
| 69 | CC(O)=C(C#N)C(=O)Nc1ccc(C(F)(F)F)cc1 | ? |
| 70 | O=C(O)[C@H](CC(=O)N1C[C@@H]2CCCC[C@H]2C1)Cc1ccccc1 | 12% |
| 71 | O=C(Nc1nc2ccccc2n1CCN1CCOCC1)c1cccc([N+](=O)[O-])c1 | 22µM* |
| 72 | CCCCCCCCCC(=O)N[C@@H](Cc1c[nH]c2ccccc12)C(=O)N[C@H](CC(N)=O)C(=O)N[C@@H](CC(=O)O)C(=O)N[C@@H]1C(=O)NCC(=O)N[C@@H](CCCN)C(=O)N[C@@H](CC(=O)O)C(=O)N[C@H](C)C(=O)N[C@@H](CC(=O)O)C(=O)NCC(=O)N[C@H](CO)C(=O)N[C@@H]([C@@H](C)CC(=O)O)C(=O)N[C@@H](CC(=O)c2ccccc2N)C(=O)O[C@@H]1C | 5% |
| 73 | CCCCOCCOc1nc(-c2ccc(C(=O)O)c(F)c2)sc1C | 30% |
| 74 | CCOC(=O)[C@H](CCc1ccccc1)N[C@@H](C)C(=O)N1CCCC1C(=O)O (some centres undefined) | -6% |
| 75 | CCCCOc1ccc(C(=O)Nc2ccc(F)cc2F)cc1 | -11% |
| 76 | Clc1ccc2c(N3CCN(CCCN4CCN(c5ccnc6cc(Cl)ccc56)CC4)CC3)ccnc2c1 | -7%[25.6 µM] |
| 77 | CO[C@H]1C(=O)[C@]2(C)[C@@H](OC)C[C@H]3OC[C@@]3(OC(C)=O)[C@H]2[C@H](OC(=O)c2ccccc2)[C@]2(O)C[C@H](OC(=O)[C@H](O)[C@@H](NC(=O)OC(C)(C)C)c3ccccc3)C(C)=C1C2(C)C | ? |

Of the compounds above, 18 contain sulfur.
| No. | structure | ATXN2 expr inh |
| --- | --- | --- |
| 9 | O=c1cc(CN2CCOCC2)occ1OCCCCCSc1ccnc2cc(C(F)(F)F)ccc12 | ? |
| 11 | Cc1[nH]c(C=C2C(=O)Nc3ccc(S(=O)(=O)N(C)c4cccc(Cl)c4)cc32)c(C)c1C(=O)N1CCN(C)CC1 | ? |
| 12 | Cc1cc(OCCCc2c(C(=O)O)n(Cc3cccnc3)c3c(-c4c(COc5ccc(N6CCN([S+](C)(=O)[O-])CC6)cc5)nn(C)c4C)cccc23)cc(C)c1Cl | ? |
| 15 | CON=C(C(=O)N[C@@H]1C(=O)N2C(C(=O)O)=C(CSC(=O)c3ccco3)CS[C@H]12)c1csc(N)n1 | 2% |
| 20 | Cc1c(CN2CCN(C(=O)C(C)C)CC2)sc2c(N3CCOCC3)nc(-c3cnc(N)nc3)nc12 | ? |
| 25 | N#Cc1cc(NC(=O)Nc2nnc(-c3ccncc3)s2)ccc1-c1cn[nH]c1 | 5% |
| 26 | Cc1noc(-c2ccc(CSCCC(=O)O)cc2)c1NC(=O)OC(C)c1ccccc1Cl (centres undefined) | 11% |
| 27 | O=C(NNC(=O)c1ccc(CNS(=O)(=O)c2ccc(F)c(Cl)c2)cc1)c1ccccc1 | -1% |
| 30 | NC(N)=Nc1nc(CSCCC(N)=NS(N)(=O)=O)cs1 | 8% |
| 36 | S=C(NCc1ccc2c(c1)OCO2)N1CCN(c2ncnc3c2oc2ccccc23)CC1 | ? |
| 48 | CCOc1ccccc1OCCNC(C)Cc1ccc(OC)c(S(N)(=O)=O)c1 (centres undefined) | -4% |
| 53 | O=c1[nH]nc(Sc2ncc([N+](=O)[O-])s2)n1-c1ccc2c(c1)OCCO2 | 12µM* |
| 54 | NC1=N[C@@]2(c3cc(NC(=O)c4ccc(F)cn4)ccc3F)COC[C@@H]2CS1 | 32% |
| 55 | Cc1ccc(NC(=O)c2ccc(CN3CCN(C)CC3)cc2)cc1Nc1nc(-c2cccnc2)cs1 | ? |
| 58 | N#CC(=C1Nc2ccccc2S1)c1ccnc(OCc2ccc(CN3CCOCC3)cc2)n1 | 0.014µM* |
| 64 | CCCS(=O)(=O)Nc1ccc(F)c(C(=O)c2c[nH]c3ncc(Cl)cc23)c1F | ? |
| 65 | COc1cc(N2CCC(C(N)=O)CC2)ccc1Nc1nc(N)c(Cl)c(Nc2ccccc2S(=O)(=O)C(C)C)n1 | -15% |
| 73 | CCCCOCCOc1nc(-c2ccc(C(=O)O)c(F)c2)sc1C | 30% |
